EPAC2 ag = EPAC2 (human) agonism; Q8WZA2; hit rate 0.079% among 360,000; EPAC2 activation, biochemical qHTS; response scale: 100% = 6.5 mM cAMP response; Potency, µM (series often up to 154 µM), inactives show at the highest dose activation, hits mostly activators; note: potency is the fitted concentration of half-maximal effect; nearly all actives have a fitted effect of over 50% in size
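Setup: EPAC2 100 nM, labeled Rap1B complex 250 nM, free GDP 50 uM. Compound titrations pinned in, brief spin, 5 min room temperature incubation. Kinetic fluorescence read over 30 min, normalized to 6.5 mM cAMP.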
TDP43 rescue = TDP-43 toxicity inhibition in yeast. TDP-43 expressing yeast growth rescue, BacTiter-Glo, 24 h. Potency, µM (highest dose often 46.1 µM), inactives show top-dose growth rescue (activation), most hits filed as activators. hit rate 1.8% among 410,000; note: potency is the fitted concentration of half-maximal effect; % of control where 0% means no effect; nearly all actives have a fitted effect of over 50% in size
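Galactose-induced TDP-43 yeast, OD600=0.02, compound pinned; 24 hr, 30 deg C; BacTiter-Glo luminescence for growth. Inhibitors of TDP-43 toxicity read as activators.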
aSyn yeast inh = rescues yeast growth from alpha-synuclein toxicity. Yeast expressing alpha-synuclein, growth rescue, BacTiter-Glo, 24 h. Potency, µM (top dose mostly 46.1 µM), for inactives: at the top dose growth rescue (activation), usual class: activators. hit rate 0.14% among 370,000; note: potency is the fitted concentration of half-maximal effect; % of control where 0% means no effect; nearly all actives have a fitted effect of over 65% in size
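Galactose-induced alpha-syn yeast (OD600=0.02, raffinose-pregrown) + pinned cpd, 24 hr, 30 deg C; growth by BacTiter-Glo luminescence. Growth restoration scores as activation.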
Abeta yeast res = restores growth of yeast expressing A-beta42 peptide | yeast expressing A-beta42, growth rescue, OD600, 48 h; response scale: 0% DMSO, 100% iron-clioquinol control | Potency, µM (series often up to 46.1 µM), inactives show at the highest dose growth rescue, most hits filed as activators | hit rate 0.063% among 410,000 | AID 1347071; note: potency is the fitted concentration of half-maximal effect; nearly all actives have a fitted effect of over 55% in size
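Yeast A-beta toxicity model in growth medium with pinned compounds, 48 h at 30 C; growth read as absorbance at 600 nm. Normalized to FeCl3/clioquinol equimolar mix (positive) and DMSO (negative).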
EPAC2 antag = EPAC2 (human) antagonism. hit rate 0.18% among 360,000. EPAC2 GEF exchange of Rap1B-BODIPY-GDP, fluorescence. AID 720708. Potency, µM (doses to about 114 µM), for inactives: at the highest dose activity, negative = inhibition, actives largely listed as inhibitors; note: potency is the fitted concentration of half-maximal effect; % is set by controls: 0 for no effect and ±100 for the full control effect; nearly all actives have a fitted effect of over 45% in size; many of its hits are not listed in these tables
DRD3 agonist = agonists of human D3 dopamine receptor. hit rate 0.58% among 410,000. max activation, %. AID 652048. D3R DiscoveRx beta-arrestin cells, luminescence, 90 min. P35462; in the data active = max activation above about 30%; note: 0% is about no effect; mostly tested at two doses, the higher about 12 µM
Target sequence (P35462 whole entry, looked up): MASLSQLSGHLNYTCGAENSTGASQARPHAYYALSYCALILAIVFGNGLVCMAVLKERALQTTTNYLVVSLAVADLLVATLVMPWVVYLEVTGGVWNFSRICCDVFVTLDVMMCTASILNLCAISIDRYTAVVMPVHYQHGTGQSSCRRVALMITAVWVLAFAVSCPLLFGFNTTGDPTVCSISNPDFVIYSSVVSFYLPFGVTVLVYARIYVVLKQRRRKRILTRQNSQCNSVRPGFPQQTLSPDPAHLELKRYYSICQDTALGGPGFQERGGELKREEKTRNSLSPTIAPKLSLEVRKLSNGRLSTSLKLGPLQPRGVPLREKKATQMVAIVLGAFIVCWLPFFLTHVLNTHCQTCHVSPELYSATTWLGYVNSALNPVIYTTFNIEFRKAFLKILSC
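Agonist mode: compounds and dopamine controls were applied to plated cells for 90 min at 37 degrees C after an overnight attachment at 1500 cells/well. Luminescent read-out followed 30 - 60 minutes at room temperature with DiscoveRx detection reagent.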
FUS yeast rescue = suppressors of FUS proteinopathy in yeast. S. cerevisiae FUS-expressing, growth rescue, OD600, 24 h. Potency, µM (doses to about 76.6 µM), without a hit: at the highest dose growth rescue (activation), hits mostly activators. hit rate 0.24% among 390,000;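 note: potency is the fitted concentration of half-maximal effect; plate controls were DMSO vehicle for no effect and reference control for full effect; nearly all actives have a fitted effect of over 55% in size; some results filed as inactive show a strong effect at the top dose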
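Read-out: OD at 600 nm after 24hr at 30C, reporting rescue of FUS-induced yeast toxicity. Cells at OD 0.005 in galactose (2%) minimal medium; compounds tested in a dilution series; CP55940 titration from 92uM final as control.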
D3 antag = D3 dopamine receptor (human) antagonism; AID 652054; max response, negative = inhibition, %; D3R cells, DiscoveRx beta-arrestin luminescence, antagonist mode; stronger effect = lower value; hit rate 2.5% among 360,000; P35462; in the data active = max response below about -50%; inconclusive = no clear call, values can overlap the other calls; note: % is set by controls: 0 for no effect and ±100 for the full control effect; mostly tested at two doses, the higher about 12 µM
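Cells expressing the human receptor were seeded at 1500 cells/well, incubated overnight at 37 degrees C in 5% CO2, then exposed to library compounds with dopamine controls for 90 minutes at 37 degrees C before luminescent detection.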
Active calls of the source: *; ? = inconclusive; . = not tested or not shown; & = joins results of further samples; [ ] = remark or other dose. Unless noted, calls come from the whole dose curve; as a rule, active = well fitted curve in the direction sought with a large enough effect; inconclusive = small, poorly fitted or top-dose-only effect, or another doubt; inactive = no such curve, though single readings can be large; an effect the other way counts as inactive or inconclusive.

#	mol	EPAC2 antag	EPAC2 ag	TDP43 rescue	DRD3 agonist	FUS yeast rescue	Abeta yeast res	D3 antag	aSyn yeast inh
1	CC(=O)Nc1ccc(-c2ccnc3c2CC(C(=O)NCc2ccco2)O3)cc1 (stereo unspecified)	-6%	2%	13%	-5	-13%	-15%	-15	9%
2	COc1cc(OC)c(C2=Nc3ccc(Br)cc3C(c3ccccc3)N2CC(=O)NN)cc1OC (stereo unspecified)	-6%	-2%	21%	-19	-2%	-6%	-10	5%
3	COc1ccccc1N1CCN(c2ccc(=O)n(CC(=O)NCc3ccc(F)cc3)n2)CC1	.	.	1%	-2	?	-10%	.	.
4	CC(C)CCNC(=O)CN(C)S(=O)(=O)c1cccc2nsnc12	2%	1%	4%	-3	-1%	0%	15	-16%
5	CCN(CC(=O)NCc1cccs1)S(=O)(=O)c1ccc([N+](=O)[O-])cc1	18%	8%	14%	7	-18%	8%	2	0%
6	COC(=O)N/N=C/c1cc(C)n(-c2ccccc2)c1C	0%[57.1 µM]	18%	6%	-4	21%	-14%	-16	-7%
7	O=c1c2[nH]c3cccc(Cl)c3c2ncn1Cc1ccncc1	-1%	-9%	0%	-2	-11%	-4%	-12	0%
8	O=C(CC1NCCN(Cc2ccccc2)C1=O)Nc1ccc(Cl)cc1 (stereo unspecified)	-12%	-5%	-7%	-6	-1%	-7%	1	1%
9	CC#CCN(Cc1ccco1)C(=O)C1CCC(=O)N(CCc2cccc(F)c2)C1 (stereo unspecified)	3%	1%	14%	7	15%	3%	18	2%
10	COc1ccc(C2=NN(C(=O)CSc3nc(=O)n4cc(C)ccc4n3)C(c3ccc(C)cc3)C2)cc1 (stereo unspecified)	-6%	5%	7%	-20	6%	12%	-27	13%
11	Cc1ccc2c(c1)[C@H]1[C@H](CO2)[C@H](c2ccccc2)[C@]2(C)C(=O)N(C)CC(=O)N12	-7%	-1%	-2%	-8	5%	-1%	?	-1%
12	COCCNC(=O)COC(=O)c1[nH]c(C)c(C(C)=O)c1C	6%	12%	10%	-9	-21%	3%	-8	0%
13	O=C(Nc1ccc(Cl)c(Cl)c1)c1cc(S(=O)(=O)N2CCN(c3cccc(Cl)c3)CC2)ccc1F	.	.	14%	-4	21%	12%	.	.
14	Nn1cnnc1SCC(=O)Nc1ccc2c(c1)OCO2	2%	2%	-3%	12	-13%	-8%	11	0%
15	Cc1ccc(SC(C)C(=O)Nc2ccncc2)cc1 (stereo unspecified)	4%	0%	25%	18	16%	3%	8	14%
16	Cc1ccc(OCCNS(=O)(=O)c2cccs2)cc1	-4%	-2%	?	0	18%	-2%	9	11%
17	CCNC(=O)OCC(CC)NC(=O)OCC(C)C (stereo unspecified)	12%	3%	-12%	-11	9%	-18%	-22	2%
18	CCc1ccc(NC(=O)c2ccc(-c3ccccc3)s2)cc1	.	.	4%	-11	-23%	-12%	.	.
19	COc1ccc(S(=O)(=O)N2CCN(c3ccccc3OC)CC2)cc1	-16%	6%	-7%&1%	-2&-15	24%&23%	-14%&3%	5	12%
20	Cc1cc(C)n2nc(C(=O)Nc3nnc(C4CC4)s3)nc2n1	0%	1%	-16%	-5	3%	-11%	-17	-1%
21	Cc1cc(CSc2ccccc2)ccc1NC(=O)c1ccc(CN2CCOCC2)cc1	3%	6%	1%	4	9%	-16%	7	2%
22	CCOc1ccc(-n2c(-c3ccc(Br)cc3)c[n+]3c2CCCCC3)cc1	4%	8%	-23%	-4	19%	12%	5	0%
23	COc1ccc([N+](=O)[O-])cc1NC(=O)CCCOc1ccccc1	2%	-6%	24%	-9	.	9%	6	-2%
24	Cc1cccc(/C=C2\Sc3ccc(C(=O)NCC4CCCO4)cc3N(C)C2=O)c1 (stereo unspecified)	-13%	18%	?	-2	40%	14%	0	1%
25	CCOC(=O)C1(Cc2ccc(O)cc2)NC(c2ccccc2F)C2C(=O)N(C)C(=O)C21 (stereo unspecified)	8%	-5%	3%	4	19%	22%	-9	-8%
26	CN1C(C(=O)Nc2ccccn2)=C(O)c2ccccc2S1(=O)=O	-9%	8%	?	-6&-13	-35%	-41%[inhibitor]	-21	-41%&-28%[inhibitor]
27	O=C(CSc1nc2c(c(C(F)(F)F)n1)CCc1ccccc1-2)NCc1ccc(F)cc1	10%	-17%	-11%	18	20%	3%	7	-2%
28	CC(C)COc1ccccc1C(=O)NC(CO)C(=O)O (stereo unspecified)	11%	3%	-6%	6	7%	9%	1	4%
29	Cc1cccc(NC(=O)CN2C(=O)CSc3ccc(S(=O)(=O)N4CCCC4)cc32)c1C	.	.	4%	-10	21%	-12%	.	.
30	CCCc1cnc(NCCNCC(O)COc2ccc(Cl)c(Cl)c2)nc1 (stereo unspecified)	4%	14%	-13%	-25	31%	-25%	?	-4%
31	O=C(CSc1nc2c(sc3ccccc32)c(=O)n1CCCN1CCCC1)NCC1CCCO1 (stereo unspecified)	3%	2%	-3%	0	8%	11%	-57*	.
32	O=C(Nc1ccc2c(c1)CCC2)c1cc(S(=O)(=O)N2CCN(c3ccccc3)CC2)ccc1Cl	2%	-2%	9%	2	30%	15%	22	6%
33	COc1cccc(C(=O)NC2CCN(CC(=O)Nc3nccs3)CC2)c1	5%	4%	7%	-5	7%	-7%	-24	0%
34	Cc1ccccc1CN(C)CCc1ccccn1	0%	9%	12%	-6	-40%	15%	-13	-9%
35	CCc1ccc2nc(NC(=O)Cn3cnc4ccccc4c3=O)sc2c1	-1%	4%	6%	4	2%	-2%	2	2%
36	Cc1ccc(-c2cc(C(F)(F)F)c(C#N)c(SCCC#N)n2)o1	-1%	-6%	1%	14	-11%	-7%	-15	-1%
37	CC(C)Cc1nnc(NC(=O)CCC(=O)Nc2ccccc2)s1	-5%	-5%	-10%	5	25%	11%	12	3%
38	COc1ccccc1-c1cc(C(=O)Nc2sc3c(c2C#N)CCC(C)C3)c2ccccc2n1 (stereo unspecified)	3%	-8%	6%	2	-1%	-8%	-63*	12%
39	CCc1ccc(C2c3c(oc4ccc(F)cc4c3=O)C(=O)N2CCc2ccc(OC)cc2)cc1 (stereo unspecified)	.	.	19%	11	-11%	28%	.	.
40	CC(C)CNC(=O)c1cccc(NC(=O)C(C)C)c1	7%	0%	-7%	-8	-30%	-5%	-1	8%

Exported field by field: part of the list above.
14. Nn1cnnc1SCC(=O)Nc1ccc2c(c1)OCO2
  EPAC2 antag = 2% | EPAC2 ag = 2% | TDP43 rescue = -3% | DRD3 agonist = 12 | FUS yeast rescue = -13% | Abeta yeast res = -8% | D3 antag = 11 | aSyn yeast inh = 0%
15. Cc1ccc(SC(C)C(=O)Nc2ccncc2)cc1 (stereo unspecified)
  EPAC2 antag = 4% | EPAC2 ag = 0% | TDP43 rescue = 25% | DRD3 agonist = 18 | FUS yeast rescue = 16% | Abeta yeast res = 3% | D3 antag = 8 | aSyn yeast inh = 14%
16. Cc1ccc(OCCNS(=O)(=O)c2cccs2)cc1
  EPAC2 antag = -4% | EPAC2 ag = -2% | TDP43 rescue = ? | DRD3 agonist = 0 | FUS yeast rescue = 18% | Abeta yeast res = -2% | D3 antag = 9 | aSyn yeast inh = 11%

(list continues)
#	mol	EPAC2 antag	EPAC2 ag	TDP43 rescue	DRD3 agonist	FUS yeast rescue	Abeta yeast res	D3 antag	aSyn yeast inh
41	CSc1ncccc1C(=O)N(C)CC(=O)Nc1ccc(Cl)c(C(F)(F)F)c1	-13%	-7%	-1%	5	11%	19%	15	-10%
42	N#Cc1ccccc1S(=O)(=O)N1CCN(CC(=O)NC(=O)NC2CCCCC2)CC1	-8%	13%	7%	-4	18%	12%	-23	-1%
43	O=C(CN1CCC(Cc2ccccc2)CC1)NCCc1ccc(F)cc1	-18%	2%	-7%	-15	-14%	-8%	-12	7%
44	C[C@H](O)[C@@H]1C(=O)N2CCc3ccc(-c4cccc(F)c4)cc3[C@@H]2C[C@@H]1N(C)C(=O)Nc1ccccc1	-8%	-4%	0%	14	?	-2%	18	6%
45	CC1Cc2ccccc2N1C(=O)CCNS(=O)(=O)c1cccc2nsnc12 (stereo unspecified)	1%	-10%	-4%	-13	8%	0%	0	-7%
46	COc1ccc(NC(=O)c2cc3sccc3n2Cc2ccc(F)cc2)cc1OC	0%	10%	?	1	44%	-12%	23	9%
47	Cc1ccc(C)c(NC(=O)C2C3CCCC2C3c2ccccc2)c1 (stereo unspecified)	2%	-7%	12%	-3	-8%	21%	-20	8%
48	COc1ccccc1C(=O)NC(=S)/C=C1/N(C)c2ccccc2C1(C)C	-21%	18%	?	1	.	1%	-10	-6%
49	COc1ccc(C2/C=C\CN(C(=O)Oc3ccc(C(F)(F)F)cc3)CC(=O)N2Cc2ccc(F)cc2)cc1 (stereo unspecified)	-14%	-1%	-4%	1	42%	6%	?	5%
50	CSc1ccccc1OCc1cc(C(=O)N2CCN(C)C(c3ccccc3)C2)no1 (stereo unspecified)	-4%	4%	-78%[inhibitor]	4	21%	-78%[inhibitor]	4	-38%[inhibitor]
51	CCc1ccc(NS(=O)(=O)c2cc3c4c(c2)CCN4C(=O)CC3)cc1	-2%	3%	22%	2	26%	-8%	1	17%
52	COc1ccc(C(=O)NC(=S)Nc2cccnc2)cc1Cl	-16%	-1%	-28%	-14	-5%	-16%	?	6%
53	CCOc1ccc(CNC(=O)c2cc3c(=O)oc4ccc(C)cc4c3s2)cc1	.	.	-14%	5	-9%	-6%	.	.
54	CCCCN(C(=O)CCC(=O)OCC(=O)NCc1ccccc1)c1c(N)n(CCC)c(=O)[nH]c1=O	5%	-6%	-24%	-1	-3%	-11%	4	-1%
55	CC(=O)Nc1ccc(S(=O)(=O)c2cc(O)ccc2O)cc1	8%	2%	-3%	2	-16%	2%	1	-6%
56	Cc1nn(-c2ccc(N3CCCCC3)nn2)c(C)c1CCC(=O)NCc1ccccc1	.	.	0%	-1	12%	-16%	.	.
57	COCCCNC(=S)NNC(=O)c1ccc(C(C)(C)C)cc1	-3%	1%	-4%	2	17%	24%	5	-3%
58	O=c1[nH]c(=O)n(-c2cc(Br)c(O)c(Br)c2)cc1Br	8%	3%	19%	-9	-21%	-16%	77	-4%
59	O=C(COC(=O)CCc1ccccc1)NCc1ccccc1	10%	6%	16%	9	-3%	7%	2	7%
60	COc1ccc(-c2nc(SCC(=O)NCCCc3ccccc3)n[nH]2)cc1	.	.	29%	-2	18%	-7%	.	.
61	O=C(c1ccc(F)cc1)N1CCN(C2CCCCC2)CC1	0%	3%	7%	-9	-36%	23%	-10	-1%
62	CCN(CC)CCCN=Cc1c(O)n(-c2c(C)cccc2C)c(=O)c2ccccc12	2%	6%	14%	-4	28%	1%	-2	7%

Bioassay records: PubChem, National Center for Advancing Translational Sciences (NCATS)

This is a subset, so the mix of outcomes need not match the whole.
